MrgX1 ag = human MrgX1 receptor agonism, primary screen; 310,000 compounds, 0.44% hits; MrgX1-HEK293 cells, Fluo-4 calcium fluorescence, agonist mode; stronger effect = higher value; AID 588627; B-score at 10 µM;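 active means calcium response B-score plate-corrected fluorescence ratio at least 3 library SD, with starting fluorescence B-score inside 5 SD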
Target sequence (Q96LB2 whole entry, looked up): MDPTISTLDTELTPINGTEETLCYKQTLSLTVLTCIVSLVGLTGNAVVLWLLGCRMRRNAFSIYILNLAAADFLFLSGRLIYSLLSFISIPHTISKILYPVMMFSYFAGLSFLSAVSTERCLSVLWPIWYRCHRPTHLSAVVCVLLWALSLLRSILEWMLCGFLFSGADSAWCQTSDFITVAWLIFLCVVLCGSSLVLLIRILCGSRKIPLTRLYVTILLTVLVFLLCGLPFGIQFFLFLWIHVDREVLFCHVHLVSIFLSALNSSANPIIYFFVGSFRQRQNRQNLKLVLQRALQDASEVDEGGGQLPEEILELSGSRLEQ
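Assay system: MrgX1-expressing HEK293 cells / Amount: fifteen thousand cells per well / Doses: test compound in the initial addition of three / Timing: cells plated overnight, dye loaded 0.5 h 37 °C, 0.5 h room temperature / Technique: kinetic calcium dye fluorescence, Fluo-4 NW / Control set: positive and negative controls per plate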
MrgX1 antagonist = human MrgX1 receptor antagonism, primary screen. Q96LB2. 310,000 compounds, 1.3% hits. B-score at 10 µM. AID 588676. MRGX1-HEK293 calcium flux, Fluo-4, BAM8-22 antagonism; stronger effect = lower value;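 active means calcium-response B-score plate-corrected more than 3 library SD below zero, starting fluorescence within 5 deviations, no agonist response on first addition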;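 further: peak minus trough fluorescence over baseline after final BAM8-22 challenge near maximal dose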
ANO1 block = inhibitors of mouse TMEM16A calcium-activated chloride channel. Q8BHY3. 310,000 compounds, 1.2% hits. normalized B-score (activity score, 25-100; higher = stronger inhibition) at 10 µM. HEK293 TMEM16A/YFP iodide influx fluorescence, ionomycin;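 active means ratio plate-corrected score three or more library SD toward inhibition, starting fluorescence score within five deviations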;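 further: score derived from kinetic fluorescence span divided by baseline fluorescence per well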
TRPC6 inhibitor = mouse TRPC6 channel inhibition; Q61143; HEK293-TRPC6, membrane potential dye, ACh-evoked depolarization; stronger effect = lower value; B-score at 10 µM; 310,000 compounds, 1.1% hits; AID 2553;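 active means B-score under library mean minus 3 SD, initial fluorescence not abnormally high, positive integrated signal ratio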;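 further: B-score derived from integrated fluorescence ratio over the kinetic read; more negative B-score means stronger inhibition of depolarization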
MrgX1 PAM = allosterically activates human MrgX1 receptor signaling. Q96LB2. 310,000 compounds, 0.63% hits. B-score at 10 µM. AID 588675. MrgX1-HEK293, Fluo-4 calcium flux, FDSS; stronger effect = higher value;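 active means plate-corrected calcium response at least 3 library SD above typical, normal starting fluorescence, not activating the receptor alone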;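 further: compound read alongside a low EC10 to EC30 dose of BAM8-22 agonist; peak minus trough fluorescence over baseline measured at the second addition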
TRPC4 potent = TRPC4 (mouse) allosteric potentiation; AID 2227; Q9QUQ5; 310,000 compounds, 0.42% hits; HEK293 TRPC4beta/mu-opioid, DAMGO EC20, Fluo-4 Ca2+ flux; stronger effect = higher value; B-score at 10 µM;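 active means B-score of calcium response area above 5 SD of library B-scores, with initial fluorescence ratio within 5 SD of library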;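 further: B-score of integrated fluorescence ratio over time as area under calcium response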
ANO1 activ = activators or potentiators of mouse TMEM16A chloride channel; Q8BHY3; HEK293 TMEM16A/YFP-H148Q/I152L, iodide quench fluorescence; stronger effect = lower value; B-score at 10 µM; 340,000 compounds, 0.3% hits;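 active means fluorescence-ratio B-score plate-corrected deviation score at least 3 library SD below zero, with starting fluorescence score within 5 deviations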;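 further: channel opened by trigger with iodide after compound preincubation; score built on the fluorescence ratio of max minus min over baseline; more negative score means more quench and so TMEM16A activation or potentiation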
TRPC4 inh = inhibitors of mouse TRPC4 channel | Q9QUQ5 | HEK293 TRPC4beta/mu-opioid, DAMGO-evoked Fluo4 calcium flux; stronger effect = lower value | B-score at 10 µM | 300,000 compounds, 0.39% hits;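 active means B-score over 3 SD under the library average, no early fluorescence shift, positive overall ratio signal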
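Assay system: TRPC4beta/mu-opioid receptor HEK293 cell line; compound dosing: single concentration per test compound; detection: Fluo4 Ca2+ flux fluorescence; evaluation: per-well B score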
TRPC4 act = opens the mouse TRPC4 cation channel. HEK293 TRPC4beta/mu-opioid, Fluo4 calcium fluorescence; stronger effect = higher value. AID 2237. B-score at 10 µM. 310,000 compounds, 0.49% hits;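 active means B-score above 5 SD of library B-scores, and initial fluorescence ratio not above library mean plus 5 SD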;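 further: positive B-score marks a calcium rise read as TRPC4 activation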
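Assay system: HEK293 cells stably co-expressing mouse TRPC4beta and mu-opioid receptor / Timing: Fluo4 dye loading 45 min at room temperature, 110 s recording / Signal: Fluo4 calcium-sensitive dye fluorescence, kinetic, 1 Hz baseline / Read-out: integrated baseline-normalised fluorescence ratio, converted to per-well B score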
TRPC6 act = activates the mouse TRPC6 cation channel | HEK293-TRPC6 membrane potential dye fluorescence; stronger effect = higher value | B-score at 10 µM | 310,000 compounds, 0.13% hits;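 active means B-score of the integrated fluorescence ratio above library mean plus 3 SD, and starting fluorescence ratio within library mean plus 5 SD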;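 further: higher score means more depolarization so channel activation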
RGS4 block = inhibitors of human RGS4. P49798. HEK293 M3R/RGS4 inducible, Fluo-4 calcium flux; stronger effect = higher value; triggered by carbachol at its EC20. B-score at 10 µM. 310,000 compounds, 0.45% hits;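 active means B-score, a plate-corrected calcium signal, over three deviations above library mean, with baseline fluorescence within five deviations of library mean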;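 further: RGS4 expression induced by doxycycline in cells with stable M3 receptor; B-score is computed from the integrated fluorescence ratio over baseline after carbachol; higher B-score means a larger calcium signal and so more RGS4 inhibition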
Target sequence (P49798 whole entry, looked up): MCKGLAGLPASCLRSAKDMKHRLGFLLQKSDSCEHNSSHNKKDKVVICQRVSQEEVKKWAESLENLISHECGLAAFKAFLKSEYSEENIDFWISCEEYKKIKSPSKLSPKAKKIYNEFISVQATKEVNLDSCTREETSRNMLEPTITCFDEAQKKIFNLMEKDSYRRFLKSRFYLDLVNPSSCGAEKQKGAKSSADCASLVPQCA
* hit, by the source's call; i = inactive; · = not tested or not shown.

SMILES | MrgX1 ag | MrgX1 antagonist | ANO1 block | TRPC6 inhibitor | MrgX1 PAM | TRPC4 potent | ANO1 activ | TRPC4 inh | TRPC4 act | TRPC6 act | RGS4 block
CC(C)CCNC(=O)C(C)N(Cc1ccc(F)cc1)C(=O)c1ccc(CN2CCCCC2)o1 (stereo not given) | i | i | i | i | i | i | i | · | i | i | i
COc1cc(C(=O)Nc2ccc(C)cc2)c2ccccc2n1 | i | i | i | i | i | i | i | i | i | i | i
CCN(CC)C(=O)CSc1ncnc2sccc12 | i | i | i | i | i | i | i | i | i | i | i
FC(F)(F)c1ccc(Nc2nnnc3ccccc23)cc1 | i | i | i | i | i | i | i | i | i | i | i
CCCOc1ccc(C(=O)NC(=S)Nc2nc3ccccc3s2)cc1 | i | i | i | i | i | i | i | i | i | i | i
CCc1c(C)sc(NC(=O)OC)c1C(N)=O | i | i | i | i | i | i | i | i | i | i | i
Cc1c(C)c2ccc(OCC(=O)Nc3ccc(S(N)(=O)=O)cc3)c(C)c2oc1=O | i | i | i | i | i | i | i | i | i | i | i
COc1ccc(C(=O)N2CCN(C(C)=O)CC2)cc1S(=O)(=O)N1CCOCC1 | i | i | i | i | i | i | i | i | i | i | i
COc1ccccc1N1CCN(C(=O)CN2C(=O)c3ccccc3S2(=O)=O)CC1 | i | i | i | i | i | i | i | i | i | i | i
C/C(CC(C)C)=N\NS(=O)(=O)c1ccc(C)c([N+](=O)[O-])c1 | i | i | i | i | i | i | i | i | i | i | i
O=C(NC(=S)Nc1cccc(NC(=O)c2ccccc2)c1)c1cccc([N+](=O)[O-])c1 | i | i | i | i | i | i | i | i | i | i | i
CCOC(=O)C1(CCOC)CCN(Cc2cc3ccccc3s2)CC1 | i | i | i | i | i | i | i | i | i | i | i
N=C1C(c2nc(-c3cccc([N+](=O)[O-])c3)cs2)=C(O)CN1NC(=O)c1ccco1 | i | i | i | i | i | i | i | i | i | i | i
O=C(NC1CCCCC1)C1CC(=O)N(Cc2ccccc2)C1 (stereo not given) | i | i | i | i | i | i | i | i | i | i | i
COc1ccc(S(=O)(=O)N2CCN(c3ccccn3)CC2)cc1[N+](=O)[O-] | i | i | i | i | i | i | i | i | i | i | i
CCOC(=O)c1ccc(Oc2nc(OC)cc(OC)n2)cc1 | i | i | i | i | i | i | i | i | i | i | i
COC(=O)c1cc(Br)c(=O)n(CCc2ccc(O)cc2)c1 | i | i | i | i | i | i | i | i | i | i | i
CCOC(=O)C1(C)NC(c2ccc(N(C)C)cc2)C2C(=O)N(c3ccc(OC)cc3)C(=O)C21 (stereo not given) | i | i | i | i | i | i | i | i | i | i | i
O=C(O)C1CC=CCC1C(=O)Nc1cccc(F)c1 (stereo not given) | i | i | i | i | i | i | i | i | i | i | i
COCC(C)NC(=O)c1cc(-c2ccccc2OC)on1 (stereo not given) | i | i | i | i | i | i | i | i | i | i | i
O=C(O)CC(CC(=O)Nc1nncs1)c1ccccc1 (stereo not given) | i | i | i | i | i | i | i | i | i | i | i
CCOc1cccc(NC(=O)C2CC(=O)N(C)C(=Nc3ccccc3)S2)c1 (stereo not given) | i | i | i | i | i | i | i | i | i | i | i
Nc1c(NCCC2=CCCCC2)c(=O)[nH]c(=O)n1Cc1ccccc1 | i | i | i | i | i | i | i | i | i | i | i
Cc1ccc2[nH]c(=O)c(CN(CCCO)S(=O)(=O)c3c(C)ccc4nsnc34)cc2c1 | i | i | i | i | i | i | i | i | i | i | i
CCOc1cc(S(=O)(=O)Nc2ccccc2CC)ccc1Cl | i | i | i | i | i | i | i | i | i | i | i
CC(C)c1ccc(OCc2nnc(SCC(=O)N3CCCCC3)o2)cc1 | i | i | i | i | i | i | i | i | i | i | i
CCn1c(N2CCN(C(=S)NCC(C)C)CC2)nc2ccccc21 | i | i | i | i | i | i | i | i | 105* | i | i
CC(CC(=O)Nc1ccc(S(=O)(=O)Nc2ncccn2)cc1)c1ccccc1 (stereo not given) | i | i | i | i | i | i | i | i | i | i | i
COc1cccc(/C=N/NC(=O)c2nnn(-c3nonc3N)c2C(C)C)c1 | i | i | i | i | i | i | i | i | i | i | i
O=C(CCN1C(=O)/C(=C\c2cccs2)SC1=S)Nc1ccccn1 | i | i | i | i | i | i | i | i | i | i | i
Cc1nn(C)c(C)c1/C=N/NC(=O)CCn1nc(C)c([N+](=O)[O-])c1C | i | i | i | i | i | i | i | i | i | i | i
Cc1[nH]c(=O)[nH]c(=O)c1S(=O)(=O)NCCc1ccc(S(N)(=O)=O)cc1 | i | i | i | i | i | i | i | i | i | i | i
COc1ccccc1CCNC(=O)Nc1cccc([N+](=O)[O-])c1 | i | i | i | i | i | i | i | i | i | i | i
COc1ccc(C(C)=O)c(OC(=O)c2ccc(OC)c(OC)c2)c1 | i | i | i | i | i | i | i | i | i | i | i
Cn1cnc([N+](=O)[O-])c1Oc1cccc2ccccc12 | i | i | i | i | i | i | i | i | i | i | i
CCc1nc(SCC(=O)NNC(=O)C2CCCCC2)c2ccccc2n1 | i | i | i | i | i | i | i | i | i | i | i
CCOC(=O)c1c(C)oc2ccc(O)cc12 | i | i | i | i | i | i | i | i | i | i | i
CC1CCCC/C1=N\NC(=S)Nc1cccnc1 (stereo not given) | i | i | i | i | i | i | i | i | i | i | i
Cc1ccc(S(=O)(=O)CCC(=O)N(CCN2CCOCC2)c2nc3ccccc3s2)cc1 | i | i | i | i | i | i | i | i | i | i | i
COCCCN1C(=O)c2[nH]nc(-c3ccccc3O)c2C1c1cccc(Cl)c1 (stereo not given) | i | i | i | i | i | i | i | i | i | i | i
COc1ccc(C(=O)Nn2c(C3CCC3)nc3ccccc3c2=O)c(OC)c1 | i | i | i | i | i | i | i | i | i | i | i
Cc1cccc(C(=O)OC(C)CN2CCN(C)CC2)c1 (stereo not given) | i | i | i | i | i | i | i | i | i | i | i
COc1ccccc1/C=C/c1nc(S(=O)(=O)c2ccccc2)c(N(C)C)o1 | i | i | i | i | i | i | i | i | i | i | i
CCNC(=O)/C(C#N)=C/c1c(N2CCN(c3ccccc3)CC2)nc2ccccn2c1=O | i | i | i | i | i | i | i | i | i | i | i
CCCCOC(=O)c1nnc(-c2ccccc2)o1 | i | i | i | i | i | i | i | i | i | i | i
Cc1cccc2c1NC1(CCCC1)CC2C (stereo not given) | i | i | i | i | i | i | i | i | i | i | i
CC(=O)N1CCN(C(=O)c2ccc(OC3CCN(CCc4ccccc4)CC3)cc2)CC1 | i | i | i | i | i | i | i | i | i | i | i
CCC(=O)N(Cc1cc(=O)[nH]c2ccccc12)c1ccc(C)cc1 | i | i | i | i | i | i | i | i | i | i | i
COc1ccc(CCn2c3c(c(=O)[nH]c2=O)C(NC(=O)c2cccs2)(C(F)(F)F)C(=O)N3)cc1OC (stereo not given) | i | i | i | i | i | i | i | i | i | i | i
COCC1CCN(Cc2cn[nH]c2-c2ccc(OC)cc2F)C1 (stereo not given) | i | i | i | i | i | i | i | i | i | i | i
Cc1ccc(N(C)S(=O)(=O)c2cccc(C(=O)NC3=NCCS3)c2)cc1 | i | i | i | i | i | i | i | i | i | i | i
Cc1cc(Cl)c2oc(C(=O)N3CCC(O)(c4ccccc4)CC3)c(C)c2c1 | i | i | i | i | i | i | i | i | i | i | i
O=C1NC(=O)C2C1C(c1ccccc1)N1C3C(=O)NC(=O)C3C(c3ccccc3)N21 (stereo not given) | i | i | i | i | i | i | i | i | i | i | i
N#Cc1nc(-c2ccc(OCc3ccc(Cl)cc3)cc2)oc1NCCCn1ccnc1 | i | i | i | i | i | i | i | i | i | i | i
COc1ccc(C2=NOC(CNC(=S)N3CCOCC3)C2)cc1 (stereo not given) | i | i | i | i | i | i | i | i | i | i | i
CCOC(=O)N1CCN(Cc2oc(CO)cc(=O)c2O)CC1 | i | i | i | i | i | i | i | i | i | i | i
COc1cccc(-c2nc(CS(=O)(=O)CC(=O)NCCCN3CCOCC3)c(C)o2)c1 | i | i | i | i | i | i | i | i | i | i | i
CN1C[C@@H]2C(c3ccccc3)C3(c4cccnc4)CC2(C3)[C@H]1c1ccccc1 (stereo not given in full) | i | i | i | i | i | i | i | i | i | i | i
CCN=C1Cn2c(nc3scc(-c4ccccc4)c3c2=O)CN1CC | i | i | i | · | i | · | i | · | · | · | ·
Cc1ccc(OCC(=O)NNC(=S)NC(=O)C(C)(C)C)c(Br)c1 | 66* | i | i | i | i | i | i | i | 235* | i | i

(cont.)
SMILES | MrgX1 ag | MrgX1 antagonist | ANO1 block | TRPC6 inhibitor | MrgX1 PAM | TRPC4 potent | ANO1 activ | TRPC4 inh | TRPC4 act | TRPC6 act | RGS4 block
C/C(=N\NC(=O)c1cccc(C)c1O)c1ccc(NC(=O)Cc2ccccc2)cc1 | i | i | i | i | i | i | i | i | i | i | i
CC1CCN(c2nc3ccc(C(=O)NCCCN4CCCCC4C)cc3s2)CC1 (stereo not given) | i | i | i | i | i | i | i | i | i | i | i
CC(NCCC(Cc1ccccc1)c1ccco1)c1ccccc1 (stereo not given) | i | i | i | -5.6* | i | i | i | -6* | i | 12* | i
COc1ccc(NC(=O)[C@@H](NC(=O)c2ccccc2)C(C)C)cc1S(=O)(=O)N1CCCCC1 | i | i | i | i | i | i | i | i | i | i | i
Fc1cc(F)cc(-c2oncc2-c2nnnn2-c2ccccc2)c1 | i | i | i | i | i | i | i | i | i | i | i
CCCn1nnnc1SCC(=O)c1ccc(NC(C)=O)cc1 | i | i | i | i | i | i | i | i | i | i | i
CCOCCCNC(=O)c1ccc2c(c1)N(Cc1ccccc1)C(=O)CS2=O (stereo not given) | i | i | i | i | i | i | i | i | i | i | i
CCc1ccc(OCC(O)Cn2c(N3CCCCC3)nc3c2c(=O)[nH]c(=O)n3C)cc1 (stereo not given) | i | i | i | i | i | i | i | i | i | i | i

Bioassay records (PubChem)
